# Source: PubChem BioAssay (several laboratories)
# Peg3 prom inh: Peg3 promoter-driven luciferase inhibitors, primary screen, cell-based, HeLa, luciferase luminescence; hit rate 1.7% among 360,000; HeLa PEG-Prom luciferase reporter, overnight; AID 588405, 2011; inhibition, % at 20 µM;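 active means inhibition of at least 50% at 20 µM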
# CaV13 FRET inh: Primary screen for inhibitors of IQ motif and Ca2+-dependent inactivation inhibitor domain binding in CACNA1D, Förster resonance energy transfer in living cells, …; inhibition, % at 12.3 µM; hit rate 0.098% among 340,000; AID 743397; HEK cells, CFP/YFP FRET ICDI-IQ, plate reader, 10 min; percent FRET-ratio fall versus neutral wells;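 active means mean replicate inhibition of at least 30% and at least 1% of replicates passing that level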;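 further: 0% = median of the neutral control wells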
# PDI inh: inhibitors of human PDI, primary screen, biochemical, turbidity, single point, plate reader. Protein disulfide-isomerase (Homo sapiens), P07237. PDI insulin aggregation turbidity, A650, 90 min. inhibition, % at 10 µM. hit rate 0.052% among 350,000. AID 588391, 2011;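 active means mean inhibition across replicates of 30% or more, whatever share of single replicates reach that level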;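 further: absorbance from insulin aggregation driven by PDI reduction with DTT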
# Target sequence (P07237 whole entry, looked up): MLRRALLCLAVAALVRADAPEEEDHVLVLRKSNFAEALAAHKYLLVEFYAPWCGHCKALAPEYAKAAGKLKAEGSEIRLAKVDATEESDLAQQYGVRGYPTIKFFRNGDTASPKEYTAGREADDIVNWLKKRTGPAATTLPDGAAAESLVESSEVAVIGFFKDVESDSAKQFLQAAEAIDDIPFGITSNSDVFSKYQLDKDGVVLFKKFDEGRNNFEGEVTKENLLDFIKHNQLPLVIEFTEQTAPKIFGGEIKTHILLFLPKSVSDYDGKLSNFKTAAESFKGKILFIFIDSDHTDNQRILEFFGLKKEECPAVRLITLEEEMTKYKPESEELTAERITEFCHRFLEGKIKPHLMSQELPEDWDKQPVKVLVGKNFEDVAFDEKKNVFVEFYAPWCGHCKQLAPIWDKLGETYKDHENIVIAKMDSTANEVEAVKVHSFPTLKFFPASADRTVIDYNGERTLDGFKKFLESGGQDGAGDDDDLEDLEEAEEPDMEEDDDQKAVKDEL
# KKLEB cytotox: cytotoxicity in KKLEB CF airway cells, primary screen, cytotoxicity control for CF NF-kB inhibitor project, cell-based, uHTS, fluorescence assay plates; activity change (cytotoxicity), % at 5 µM; KKLEB CF airway cells viability, ATPlite luminescence, overnight; stronger effect = lower value; cells stimulated with P. aeruginosa culture filtrate; hit rate 0.36% among 360,000; AID 602141, 2011;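 active means corrected activity change at or below -50% at 5 µM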
# Vif imaging: HIV Vif self-association inhibitors, primary screen, imaging, HEK293T, single point; HEK293T cells, Vif self-association by quenched fluorescence, 24 h; inhibition, % at 7.49 µM; hit rate 0.35% among 340,000; AID 602346, 2012; in the data active means inhibition above about 50%, passing the limit was not always enough; further: some results filed as inactive read as strong as hits
# CF NFkB inh: inhibitors of PAF-induced NF-kB signaling, primary screen, cell-based, GFP fluorescence, uHTS; hit rate 0.86% among 360,000; inhibition, % at 5 µM; KKLEB NF-kB-GFP reporter, GFP fluorescence overnight;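 active means at least 50% inhibition at 5 µM, scaled per plate between neutral and stimulator controls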;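 further: PAF is a Pseudomonas aeruginosa culture filtrate used as stimulus; plate controls were PAF-stimulated DMSO wells for no effect and unstimulated DMSO wells for full effect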
# Shn3 inh set2: reduction of Shn3 3'UTR firefly luciferase signal, primary screen, Schnurri-3 inhibitor project, cell-based, Clone20 osteoblasts, set 2; hit rate 0.52% among 360,000; AID 588674, 2011; Clone20 osteoblast Shn3 3'UTR firefly luciferase, 24 h; inhibition, % at 12.5 µM;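 active means mean inhibition of at least 75% with every replicate also reaching 75%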;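 further: 0% = median of neutral control wells and 100% = pilot-screen positive control compound; some compounds past the cut are filed as inactive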
# NR2E3 ag-1: NR2E3 agonists in two-hybrid cells, primary screen, cell-based, luminescence, CHO-S, Gal4-NCOR/VP16-NR2E3 | inhibition of corepressor binding, % at 3.98 µM | AID 602229, 2012 | luciferase | Photoreceptor-specific nuclear receptor (Homo sapiens), Q9Y5X4 | hit rate 0.35% among 360,000;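 active means inhibition above the mean of all tested compounds plus 3 SD, cut at about 70% in these data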;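 further: 0% = DMSO with NR2E3 transfected cells and 100% = cells lacking NR2E3 construct; higher means lower luciferase signal from less NR2E3 corepressor binding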
# Target sequence (Q9Y5X4 whole entry, looked up, the tested form may be a part): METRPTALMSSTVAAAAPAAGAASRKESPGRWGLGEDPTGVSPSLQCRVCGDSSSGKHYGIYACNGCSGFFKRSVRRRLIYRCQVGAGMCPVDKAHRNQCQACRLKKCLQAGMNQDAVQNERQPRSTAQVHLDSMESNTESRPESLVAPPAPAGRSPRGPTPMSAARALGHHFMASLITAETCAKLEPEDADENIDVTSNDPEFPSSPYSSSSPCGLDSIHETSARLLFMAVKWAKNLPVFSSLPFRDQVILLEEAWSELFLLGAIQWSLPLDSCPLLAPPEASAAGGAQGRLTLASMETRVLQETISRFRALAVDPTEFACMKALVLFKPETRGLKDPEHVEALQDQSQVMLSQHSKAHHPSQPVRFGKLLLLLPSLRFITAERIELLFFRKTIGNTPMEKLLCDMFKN
# HIF-2a block: HIF-2a reporter inhibitors, primary screen, luminescence, 786-0 RCC cells; 786-0 RCC cells HIF-2a reporter, luciferase luminescence, overnight; inhibition, % at 18.8 µM; hit rate 0.72% among 360,000;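 active means inhibition of the luminescence signal of 40% or more relative to plate controls, in a single-dose primary screen at 18.75 µM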
# TRPM1 prom inh: inhibitors of MITF-dependent TRPM1 promoter reporter, primary screen, cell-based, SK-MEL-5, single point, luciferase. SK-MEL-5 TRPM1 promoter luciferase, 24 h. inhibition, % at 12.5 µM. hit rate 0.83% among 330,000;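 active means mean inhibition across replicates of 60% or more, whatever share of single replicates reaches that level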; further: values of inactives mirror those of a sister screen read the other way
# NR2E3 ag-2: inhibitors of NR2E3-RetCOR corepressor binding, primary screen, NR2E3 agonist project, biochemical, TR-FRET, GST-NR2E3, biotin-RetCOR | Photoreceptor-specific nuclear receptor (Homo sapiens), Q9Y5X4 | 1536-well | inhibition of corepressor binding, % at 4.78 µM | hit rate 0.12% among 320,000 | AID 2300, 2010;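 active means percent inhibition above the cutoff of mean plus 3 SD of all tested compounds, set per screening campaign, cut at about 20% in these data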;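 further: 0% = DMSO wells and 100% = biotin wells as full block of FRET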
#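 Test system – NR2E3–RetCOR corepressor complex · Quantity – NR2E3 fusion 1.35 nM · Buffer or medium – Tris pH 7.5 · Incubation – Compound–protein incubation for 5 h at 4 °C · Technique – TR-FRET, Eu(K)-anti-GST donor, streptavidin-D2 acceptor, ex 340, em 617/671 nm · Evaluation – percent inhibition of 671/617 nm emission ratio versus biotin and DMSO controls · Plate – 1536-well format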
# The depositor's hits bear a star; . = no result given.
SMILES,Peg3 prom inh,CaV13 FRET inh,PDI inh,KKLEB cytotox,Vif imaging,CF NFkB inh,Shn3 inh set2,NR2E3 ag-1,HIF-2a block,TRPM1 prom inh,NR2E3 ag-2
Cc1cc(C)n(-c2cc(O)c(-n3nc(C)cc3C)cc2O)n1,15,-2,1,4,0,-10,-13,3,8,0,6
Cn1cc(S(=O)(=O)NCc2cccs2)c(=O)n(C)c1=O,5,-2,.,-6,.,15,-1,-17,7,.,-3
Nc1ccc(S(=O)(=O)Nc2nccs2)cc1,13,10,10,2,12,-12,-5,-11,-1,-1,2
Cc1ccc(S(=O)(=O)N2CCOCC2)cc1NC(=O)c1cc2c(s1)CCC2,14,-4,0,-4,-1,5,7,-4,21,8,-2
CN(c1ccccc1)S(=O)(=O)c1ccc(C(=O)NCc2cccs2)cc1,9,-6,-7,-11,1,-2,14,-22,5,3,6
Cc1ccc(S(=O)(=O)N2CCN(C(=O)Cn3c(=O)cnc4ccccc43)CC2)cc1,18,-15,9,-3,1,3,10,-4,3,10,0
C[C@@H](NC(=O)c1[nH]cnc1C(=O)Nc1ccccc1)c1ccccc1,29,-4,7,-5,-5,-10,7,-6,8,10,-1
CCOc1ccc(CCNS(=O)(=O)c2ccc3c(c2)NC(=O)CO3)cc1OCC,-4,-3,3,-3,6,-13,-12,-2,6,-27,-1
CCn1c(N2CCN(S(=O)(=O)c3ccccc3C(F)(F)F)CC2)nc2ccccc21,17,-5,4,-7,-8,-2,18,0,12,8,0
CCc1ccc(-n2c(=S)sc3c(=O)n(-c4ccccc4OC)c(=S)[nH]c32)cc1,-2,-1,-1,-1,-1,-1,-15,1,9,2,8
O=C(CCNS(=O)(=O)c1cccc(C(F)(F)F)c1)NCc1ccco1,6,-3,11,8,-2,-26,2,-33,16,5,.
CC[C@H](C)[C@H](NC(=O)c1ccccc1)C(=O)Nc1ccc(S(=O)(=O)Nc2cc(C)nc(C)n2)cc1,3,-4,1,-4,1,10,-9,13,15,3,2
FC(F)Sc1ccc(Nc2ncnc3nc[nH]c23)cc1,-279,-7,-3,-29,-9,24,-53,-100,-265,-101,1
C/C(=N/NC(=O)c1cc(-c2ccc(Br)s2)[nH]n1)c1ccco1,-104,-4,-3,19,-2,-29,-14,1,-127,-10,3
O=C(c1ccc(CNS(=O)(=O)c2ccccc2)cc1)N1CCN(Cc2ccccc2)CC1,32,-6,-5,-1,-15,9,8,12,16,20,3
O=C(c1c[nH]c(=O)n(-c2ccccc2)c1=O)N1CCc2ccccc21,18,-5,-7,-11,-6,2,11,-15,14,-6,2
COc1ccc(C(=O)NC(=S)Nc2ccccc2N2CCN(S(C)(=O)=O)CC2)cc1OC,30,-8,-5,-2,-5,-12,-4,23,-3,-3,3
CC(=O)c1ccc(N(C(=O)CNC(=O)c2ccco2)C(C(=O)NCC2CCCO2)c2ccccc2)cc1 (configuration not stated),2,-4,3,2,21,-36,4,-14,14,8,3
Cc1cc(NC(=O)COC(=O)c2cccc(S(=O)(=O)N(C)C3CCCCC3)c2)no1,15,-7,0,-6,4,-16,5,1,20,5,-4
CN(C)C(=O)c1cccc(-c2cnc3c(NC=O)cc(-c4ccc(C(=O)N5CCOCC5)cc4)cn23)c1,45,-10,-7,-17,-6,30,9,-7,14,.,.
COC(=O)c1cn(NC(=O)Cc2ccc(Cl)cc2)c(=O)c2ccccc12,5,-3,1,-2,-17,8,-3,4,23,9,0
COc1ccc(/C=N/Nc2ncc(Br)cn2)c(OC)c1,-223,-3,-2,3,5,-3,-68,-21,-197,-66,-18
CS(=O)(=O)c1ncc(Cl)c(C(=O)Nc2ccc(OC(F)F)cc2)n1,102*,.,-4,-37,54*,90*,93*,10,92*,73*,4
CCn1cc(CNC(=O)c2ccc(Cl)c([N+](=O)[O-])c2)c(C)n1,6,-3,-4,-9,2,16,0,-5,3,9,-4
Cc1ccc(C)c2nc(Cl)c(C#N)cc12,1,-1,-6,4,-10,-14,-7,-9,5,-2,-2

# New compounds follow:
SMILES,Peg3 prom inh,CaV13 FRET inh,PDI inh,KKLEB cytotox,Vif imaging,CF NFkB inh,Shn3 inh set2,NR2E3 ag-1,HIF-2a block,TRPM1 prom inh,NR2E3 ag-2
CCc1nnc(NC(=O)C2CCCN2S(=O)(=O)c2ccccc2)s1 (configuration not stated),3,-7,-3,4,1,3,-13,-8,6,-9,3
CC(C)C(OC(=O)CCC(=O)Nc1nccs1)C(=O)NC1CCCCC1 (configuration not stated),-11,-4,5,-6,3,32,7,-6,14,3,3
Cc1cccc(-n2ccnc2SCC(=O)c2c(N)n(C3CC3)c(=O)[nH]c2=O)c1C,12,-2,9,22,-2,-30,-10,-5,19,-2,1
COc1ccc(C(=O)COC(=O)Cn2[nH]c(=O)c3ccccc3c2=O)c(OC)c1,2,-7,-4,14,4,6,8,19,-5,-7,4
CCOc1ccccc1NC(=O)NNC(=O)c1ccc2ccccc2c1,32,.,-4,-6,.,11,2,-24,27,2,-2
Cc1cc(C)n(C(=O)c2ccc(NC(=O)C3CC3)cc2)n1,9,-5,-1,-5,-5,10,-2,-6,5,2,3
O=C(CN1CCOc2ccccc21)NC1CCN(Cc2ccccc2)CC1,1,-3,.,-20,-19,16,-25,17,12,1,1
Cc1nc(NC(=O)COC(=O)/C=C/c2ccco2)c(Cl)cc1Cl,0,-2,-23,25,9,1,-3,-42,4,-5,6
Cc1nc2ccccc2nc(C)c1=NO,-2,-5,3,5,-7,-7,-32,-124,-75,8,0
CC(N)(C(=O)O)c1cccc(OCc2cccc(Cl)c2)c1 (configuration not stated),3,1,8,12,-7,-12,-12,-18,-4,-3,-2
CCCS(=O)(=O)N1CCCC(C(=O)NCCN(CC)c2ccccc2)C1 (configuration not stated),16,.,0,-8,-6,17,-1,-8,13,3,-4
O=C(NCc1ccc(Cl)c(Cl)c1)c1cc(C2CCCCN2C(=O)C2CCCCC2)on1 (configuration not stated),19,-5,-4,3,1,-8,24,-10,13,.,.
C=CCSc1nnc(NC(=O)COc2ccccc2)s1,-39,-3,2,-2,8,4,-2,-15,-21,-16,2
CC(=O)Nc1ccc(NC(=O)CCCc2ccccc2)cc1,-47,.,3,2,0,-10,-14,5,-69,-19,-1
O=C1CN(C(=O)CSc2nnc(-c3ccccc3)n2Cc2ccc3c(c2)OCO3)c2ccccc2N1,10,-5,-2,20,-11,-19,-1,-30,-18,-9,3
O=C(NC1CCSC1=O)c1ccccc1 (configuration not stated),-2,.,1,7,2,-2,-18,-4,16,-2,2
CCC(=O)n1nc(-c2ccccc2)nc1SCC(=O)Nc1ccc(C)cc1,1,-4,0,-4,-9,-2,-4,-4,-14,12,3
COc1ccc2c(C)cc(N3CCCCCC3)nc2c1,3,-2,-7,-7,-6,-6,10,-9,-30,-13,0
Cc1ccc(CNC(=O)c2ccc(N3CCC4(CC3)CC(c3ccccc3)=NO4)c(NC(=O)c3ccc(Br)cc3)c2)cc1,5,-3,-5,-8,20,1,24,2,11,-1,1
Nc1nc2ccc(NC(=O)c3ccco3)cc2s1,-133,-3,-1,6,8,-3,-31,-37,-162,-42,-1
COc1ccc(C(=O)c2c(NC(C)=O)sc3c2CCN(C(=O)OC(C)(C)C)C3)cc1,21,-5,1,-13,.,23,-17,11,32,10,0
O=C(NC1CCCCC1)[C@H](O)[C@@H](O)C(=O)NC1CCCCC1,10,.,3,6,-21,-5,-7,-23,16,2,0
Cc1ccc(S(=O)(=O)Nc2ccccc2C(=O)N2CCCC2)cc1,5,.,1,19,-13,-63,9,34,18,0,3
COc1cc2cc(Oc3ccc4ccc(=O)oc4c3)c(=O)oc2cc1O[C@@H]1O[C@H](CO)[C@@H](O)[C@H](O)[C@H]1O,-20,-6,3,6,-4,-9,3,-4,9,0,.
Cc1ccc(Cn2ccsc2=NC(=O)COC(=O)C(C)C)cc1,-10,-3,6,-15,-1,27,0,-37,2,-4,-1

# (cont.)
SMILES,Peg3 prom inh,CaV13 FRET inh,PDI inh,KKLEB cytotox,Vif imaging,CF NFkB inh,Shn3 inh set2,NR2E3 ag-1,HIF-2a block,TRPM1 prom inh,NR2E3 ag-2
O=C(CCOc1ccccc1)Nc1ccnn1C1CCN(Cc2ccc(O)cc2)CC1,7,-3,4,4,3,11,-2,-28,6,9,-1
c1cnc(-c2noc(CN3CCN(C4C5CC6CC(C5)CC4C6)CC3)n2)cn1 (configuration not stated),13,10,7,6,-14,4,13,8,16,-7,-2
Cc1c2cnn(CC(=O)NCCN3CCOCC3)c(=O)c2c(C)n1Cc1ccc(F)cc1,12,-3,.,-10,6,8,-8,-39,1,.,4
CS(=O)(=O)N(CC(=O)Nc1cccc(F)c1)Cc1ccccc1,4,-6,14,3,.,3,-15,-8,16,-10,1
CCCS(=O)(=O)NC(=O)C1(C)CCCN(C(=O)C2(c3ccc(Cl)cc3)CCCC2)C1 (configuration not stated),4,-6,-7,16,-2,-60,4,19,-2,.,.
OCCC1CN(Cc2c(F)cccc2Cl)CCN1C1CCCCC1 (configuration not stated),2,-4,5,-5,-1,9,-5,-2,9,-4,-3
COc1ccc(N2CCN(C(=O)COC(=O)Cc3cccc(OC)c3)CC2)cc1,5,-16,0,-9,7,15,11,-24,17,-6,0
Cc1ccc(/C=N\NC(=O)Cc2noc3ccccc23)cc1,-8,-4,2,-3,0,-2,-1,-16,-58,-18,1
O=C(Nc1cccc(Cn2cccn2)c1)c1cc2c(s1)CCCC2,-250,-5,-2,17,-8,14,-49,-128,-283,-25,-1
COc1ccc(C(=O)c2ccc(Cl)cc2)cc1,-159,.,-3,-13,5,4,-28,-34,-155,-47,2
COCOc1ccc(/C=C2/Oc3cc(OCOC)cc(OCOC)c3C2=O)c(OCOC)c1,22,.,.,-7,-5,16,-1,-12,-14,.,2
CCc1ccc(NC(=O)c2ccc3nc(N)sc3c2)cc1,-225,-1,-1,4,-2,3,-42,-70,-197,-81,0
COc1cc(CC(=O)Nc2cc(S(=O)(=O)N3CCOCC3)ccc2N2CCCC2)cc(OC)c1OC,3,-5,22,-6,7,4,1,22,17,-1,.
